Screening data from PubChem BioAssay.
PI4K2A inh = PI4K2A (human) kinase inhibition; Q9BTU6; purified PI4K2A, ADP-Glo luminescence, 1 h; stronger effect = lower value; activity change, negative = inhibition, % at 76.9 µM; hit rate 0.13% among 420,000; AID 1346378; in the data active = activity change below about -50%; inconclusive = mostly about -30% to -49%;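 also: -100% = wells without enzyme as full effect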
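Compounds are screened against recombinant PI4K2A using PI as substrate and ATP, the latter dispensed at 300 microM. Reactions run one hour at ambient temperature before ADP-Glo detection; full inhibition defined by wells lacking enzyme.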
HP1b binding inh = HP1-beta chromodomain-methylated histone interaction inhibition; AlphaScreen HP1-beta / biotin-H3K9me3 peptide binding; hit rate 0.56% among 390,000; P83916; Potency, µM (highest dose often 114 µM), for inactives: at the top dose activity change, negative = inhibition, most hits filed as inhibitors; also: potency is read from the fitted curve at half-maximal effect; nearly all actives have a fitted effect of over 70% in size; inactives centre near 23
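Compound inhibition of the preformed complex between 50 nM HP1-beta and 50 nM biotinylated H3K9me3 peptide was read by AlphaScreen. Buffer was PBS pH 7.4 with 0.01% Tween-20. Incubations ran 30 min at room temperature, with 10 ug/mL donor/acceptor beads.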
GLS inh = inhibitors of human glutaminase (GLS); GLS enzymatic activity, qHTS titration; O94925; AID 624170; Potency, µM (titrated, usually from 45.5 µM), for inactives: at the highest dose activity change, negative = inhibition, usual class: inhibitors; hit rate 0.21% among 410,000; also: potency is read from the fitted curve at half-maximal effect; % is scaled to controls: 0 for no effect and ±100 for the full control effect
Target sequence (O94925 whole entry, looked up): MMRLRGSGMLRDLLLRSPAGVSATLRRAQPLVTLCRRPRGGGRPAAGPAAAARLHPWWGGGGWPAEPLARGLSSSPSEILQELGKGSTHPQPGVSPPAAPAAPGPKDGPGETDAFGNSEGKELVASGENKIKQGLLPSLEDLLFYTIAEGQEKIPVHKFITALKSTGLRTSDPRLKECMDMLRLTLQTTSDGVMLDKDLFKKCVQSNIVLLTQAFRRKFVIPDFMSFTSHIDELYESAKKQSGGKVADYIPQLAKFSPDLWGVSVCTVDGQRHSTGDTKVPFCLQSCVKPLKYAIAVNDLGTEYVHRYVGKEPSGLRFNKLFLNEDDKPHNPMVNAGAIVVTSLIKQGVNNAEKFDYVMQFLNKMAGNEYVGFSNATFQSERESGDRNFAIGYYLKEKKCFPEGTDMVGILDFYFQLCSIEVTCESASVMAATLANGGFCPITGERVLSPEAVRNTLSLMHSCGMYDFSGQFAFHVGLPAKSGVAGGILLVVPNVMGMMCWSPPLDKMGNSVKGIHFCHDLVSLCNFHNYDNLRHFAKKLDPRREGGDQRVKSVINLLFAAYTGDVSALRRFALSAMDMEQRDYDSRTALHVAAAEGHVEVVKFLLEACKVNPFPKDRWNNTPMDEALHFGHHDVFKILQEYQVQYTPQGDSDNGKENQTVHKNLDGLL
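hKGA in 45 mM KH2PO4 pH 8.2, 0.02% Tween-20 with pin-transferred compounds; 1 mM L-glutamine (stock) plus glutamate oxidase/HRP/Amplex Red coupling added. Fluorescence read initially and after 30 min at RT.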
Pin1 inhibitor = inhibitors of human Pin1. Q13526. Pin1 FP peptide displacement, HiFluor488, 10 min. Potency, µM (top dose mostly 115 µM), inactives show at the highest dose activity, negative = inhibition, usual class: inhibitors. hit rate 0.009% among 390,000. AID 504891; active = well fitted inhibition curve with a large enough effect in the polarisation, with a control signal flat, not every such curve was filed as active; inconclusive = small, poorly fitted or top-dose-only effect, or effect the other way, or a change in a side signal; inactive = no such curve, though single readings can be large or run the other way; the % refers to the polarisation; also: potency is read from the fitted curve at half-maximal effect; % is scaled to controls: 0 for no effect and ±100 for the full control effect
Target sequence (Q13526 whole entry, looked up): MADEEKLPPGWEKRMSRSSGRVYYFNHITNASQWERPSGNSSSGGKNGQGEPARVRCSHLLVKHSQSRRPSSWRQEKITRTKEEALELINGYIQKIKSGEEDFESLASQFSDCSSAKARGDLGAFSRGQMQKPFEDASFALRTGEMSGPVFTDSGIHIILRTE
Tb PGK inh = blocks T. brucei phosphoglycerate kinase | PGK/GAPDH coupled, Kinase-Glo luminescence, 60 min | hit rate 0.043% among 380,000 | P07378 | Potency, µM (series often up to 57.5 µM), for inactives: at the highest dose activity change, negative = inhibition, usual class: inhibitors; also: potency is read from the fitted curve at half-maximal effect; % is scaled to controls: 0 for no effect and ±100 for the full control effect; nearly all actives have a fitted effect of over 60% in size
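Recombinant glycosomal PGK reaction used 1,3-bisphosphoglycerate generated in-well by GAPDH (100nM final) in 100mM TEA pH 7.6, 5mM MgCl2, 0.01% Tween-20. After 60 minutes at room temperature, ATP was read by Kinase-Glo Plus luminescence end-point.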
JMJD2A Tudor inh = JMJD2A Tudor domain (human) inhibition. O75164. AlphaScreen JMJD2A-Tudor / H3K4me3 peptide binding. Potency, µM (titrated, usually from 114 µM), for inactives: at the top dose activity change, negative = inhibition, usual class: inhibitors. hit rate 4.4% among 390,000. AID 504339; also: potency is read from the fitted curve at half-maximal effect; % is scaled to controls: 0 for no effect and ±100 for the full control effect; nearly all actives have a fitted effect of over 50% in size
BAZ2B inh = inhibitors of human BAZ2B bromodomain; Q9UIF8; AID 504333; AlphaScreen BAZ2B-H3K14Ac peptide displacement; hit rate 4.4% among 360,000; Potency, µM (highest dose often 114 µM), for the others: at the highest dose activity change, negative = inhibition, most hits filed as inhibitors; also: potency is read from the fitted curve at half-maximal effect; % is scaled to controls: 0 for no effect and ±100 for the full control effect; nearly all actives have a fitted effect of over 60% in size
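AlphaScreen displacement of biotin-H3(5-23)K14Ac peptide (50 nM final) from BAZ2B (50 nM final) in PBS pH 7.4, 0.01% Tween-20; complex preformed 30 min RT, then compounds (top 110 uM) 30 min RT, beads 20 min dark.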
Pol eta inh = blocks human DNA polymerase eta activity. Q9Y253. recombinant Pol eta, fluorescent DNA replication assay. Potency, µM (top dose mostly 114 µM), for inactives: top-dose activity change, negative = inhibition, actives largely listed as inhibitors. hit rate 1.2% among 390,000. AID 588591; also: potency is read from the fitted curve at half-maximal effect; % is scaled to controls: 0 for no effect and ±100 for the full control effect
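Pol eta at 10 nM preincubated with compounds 15 min at room temperature; reaction started with fluorescent substrate (50 nM final) and read kinetically at 0 and 10 min.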
G9a inh = inhibitors of human histone lysine methyltransferase G9a. hit rate 8.8% among 350,000. G9a H3K9 monomethylation, AlphaScreen, 2 h. Potency, µM (top dose mostly 102 µM), for the others: at the highest dose activity, negative = inhibition, usual class: inhibitors; also: potency is read from the fitted curve at half-maximal effect; % is scaled to controls: 0 for no effect and ±100 for the full control effect; nearly all actives have a fitted effect of over 75% in size
Target sequence (Q96KQ7 913-1193 limits assumed): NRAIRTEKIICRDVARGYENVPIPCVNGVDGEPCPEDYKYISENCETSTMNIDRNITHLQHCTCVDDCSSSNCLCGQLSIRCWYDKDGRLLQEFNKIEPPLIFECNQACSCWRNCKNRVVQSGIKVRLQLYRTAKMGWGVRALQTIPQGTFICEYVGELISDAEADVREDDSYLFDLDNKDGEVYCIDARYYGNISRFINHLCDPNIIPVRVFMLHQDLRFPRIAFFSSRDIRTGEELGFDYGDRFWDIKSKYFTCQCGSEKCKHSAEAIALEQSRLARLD
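Step 1: enzyme (final 20 nM) with compound, 15 min RT. Step 2: substrate peptide 500 nM and SAM 20 uM, 2 h RT. Step 3: anti-H3K9me1 antibody and AlphaScreen beads, 10 min, then plate read.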
* hit, by the source's call; i = inactive; ? = inconclusive; · = no result given; & = joins results of further samples; [ ] = dose if it differs, or a comment. Unless noted, calls follow the shape of the dose curve; as a rule, active = well fitted curve in the direction sought with a large enough effect; inconclusive = small, poorly fitted or top-dose-only effect, or another doubt; inactive = no such curve, though single readings can be large; an effect the other way counts as inactive or inconclusive. Some of the compounds tested; count on the stated rates, not on these rows.

Start of the listing, in advance:
SMILES | PI4K2A inh | HP1b binding inh | GLS inh | Pin1 inhibitor | Tb PGK inh | JMJD2A Tudor inh | BAZ2B inh | Pol eta inh | G9a inh
COc1ccc(-n2nc3c(c2NC(=O)C(C)C)CSC3)cc1 | -3 | 25% | -1% | 1% | -9% | 2% | -13%[57.1 µM] | 0% | 14%
O=C(NCC(c1ccco1)N1CCOCC1)c1cccc([N+](=O)[O-])c1 (centres undefined) | 0 | 71%[activator] | -1% | -5% | i | -4%[11.4 µM] | -13% | 20% | -9%

All compounds of this part, repeating the preview:
SMILES | PI4K2A inh | HP1b binding inh | GLS inh | Pin1 inhibitor | Tb PGK inh | JMJD2A Tudor inh | BAZ2B inh | Pol eta inh | G9a inh
COc1ccc(-n2nc3c(c2NC(=O)C(C)C)CSC3)cc1 | -3 | 25% | -1% | 1% | -9% | 2% | -13%[57.1 µM] | 0% | 14%
O=C(NCC(c1ccco1)N1CCOCC1)c1cccc([N+](=O)[O-])c1 (centres undefined) | 0 | 71%[activator] | -1% | -5% | i | -4%[11.4 µM] | -13% | 20% | -9%
CCOC(=O)Nc1ccc2c(c1)C(=NNC(N)=S)c1ccccc1-2 | -1 | 4% | ? | 16% | -3% | ? | · | -16% | ·
COc1ccc(-n2c(CCc3ccccc3)nnc2SCC(=O)c2ccc(Cl)cc2)cc1 | 6 | 18% | 5% | 19% | -10% | -27% | 6% | ? | ?
CC(=O)c1ccc(OCC(O)CN2CCN(CCN3C(=O)c4cccc5cccc(c45)C3=O)CC2)cc1 (centres undefined) | 5 | 3% | -6% | -8% | -8% | ? | -37% | ? | -23%[59 µM]
CC1CCN(c2nc3c(c(=O)[nH]c(=O)n3C)n2Cc2ccccc2)CC1 | -1 | 67%[activator] | 0% | -1% | -8% | -6% | -19% | -17% | 5%
O=C(CCSCCC(=O)NCC1CCCO1)NCC1CCCO1 (centres undefined) | -6 | 43%[activator] | 6% | 5% | i | -2% | 4% | 7% | -22%[12.7 µM]
COc1ccc(S(=O)(=O)N(C)CC(=O)NCCN2CCOCC2)cc1Cl | 0 | 55%[activator] | -5% | 1% | -4% | 8% | ? | -18% | 13%[59 µM]
C#CCSc1nc(C)cc(C(=O)OCC)c1C#N | 0 | 57%[activator] | 0% | -11% | 2% | 14% | 12% | -12% | 13%
CCc1ccc(CNCCNCC(C)O)cc1 (centres undefined) | 2 | 11% | 3% | -19% | 1% | -28% | -5% | -7% | ?
CCOn1c(=O)c(-c2ccc(OC)cc2)[n+]([O-])c2ccccc21 | 4 | 21% | -13% | -1% | -1% | -5% | -5% | -6% | -39%
O=C(C[C@H]1C/C=C\CCCC(=O)OC[C@H]2CCCN2C1=O)NCCO | 0 | 23% | 1% | 0% | -10% | -15% | · | 2% | ·
CCOC(=O)C1CCN(C(=O)c2cc3c(ccc4ccccc43)o2)CC1 | -5 | 6% | 1% | 1% | -14% | -13% | -13% | -10% | 8%
O=C(NCC(=O)N(Cc1cccs1)C(C(=O)NC1CCCCC1)c1ccco1)c1ccco1 (centres undefined) | 7 | 25% | 10% | -10% | 0% | -15% | 6% | 2% | 11%[59 µM]
Cc1ccnc(NS(=O)(=O)c2cnc(Cl)c(Br)c2)c1 | 6 | 17% | 10% | -1% | 2% | -12% | -4% | -5% | -5%[59 µM]
Cc1ccccc1Nc1ncccc1C(=O)N1CCOCC1 | -1 | 28% | 10% | -1% | 0% | 36% | -7% | -14% | -23%[0.501 µM]
Nc1nc(SCCN2C(=O)c3ccccc3C2=O)n[nH]1 | 5 | 15% | 29% | 3% | 5% | 2% | 7% | -1% | ?
O=C(Nc1c[nH]c(=O)[nH]c1=O)c1cccc([N+](=O)[O-])c1 | 0 | 27% | 6% | 2% | -2% | -5% | 10% | -3% | 6%
CC(C)CN(C(=O)COC(=O)c1c(Cl)ccc(Cl)c1Cl)C1CCS(=O)(=O)C1 (centres undefined) | 3 | 12% | 0% | -2% | -2% | -4% | 6% | -3% | 10%
CC1C2=C(CC(C)(C)CC2=O)NC2=C1C(=O)CC(C)(C)C2 | -1 | 54%[activator] | 6% | -9% | -7% | 0% | 6% | 2% | 21%
Cc1cc(NC(=O)c2ccc(NC(=O)C(C)Oc3ccccc3)cc2)no1 (centres undefined) | -5 | 46%[activator] | 0% | 1% | 1% | -9% | 0% | -9% | 9%[59 µM]
COCCCN1C(=O)c2ccc(C(=O)OCC(=O)N(C)c3ccccc3)cc2C1=O | 7 | 38%[activator] | 1% | 4% | 13% | -13% | 1% | -20% | 4%
CCOc1ccccc1CNC(=O)CCn1ccc2cc(S(=O)(=O)N3CCC(C)CC3)ccc21 | -3 | 47% | 1% | 37%[activator] | 0% | -8% | -9% | -7% | -7%[59 µM]
CCCc1nnc(NC(=O)CCC(=O)N2CCC(Cc3ccccc3)CC2)s1 | -2 | 37%[activator] | 7% | 5% | 1% | 3% | -20% | -3% | -20%
CCOc1ccccc1N1CCN(CC(=O)Nc2nnc(CC)s2)CC1 | 9 | 33% | 65%[activator] | 3% | 6% | -8% | 36%[activator] | 0% | -11%[59 µM]
O=C(CSc1nc2ccccc2o1)Nc1ccccc1 | 3 | 28% | 0% | 0% | i | -11% | -5% | -7% | 6%[59 µM]
CCc1ccc(S(=O)(=O)NCCc2csc(-c3ccccc3)n2)s1 | -9 | 95%[activator] | -3% | 8% | 0% | 22% | 30% | -15% | 23%[0.0925 µM]
COc1ccc(CN2C(=O)C(Cc3ccccc3)Nc3ncnc(N4CCOCC4)c32)cc1 (centres undefined) | 1&4 | 42%[activator] | 9%&-4% | 10% | 4% | -34% | -31% | -12% | ?
CN(C)CCN(Cc1ccco1)C(=O)c1oc2ccccc2c1NC(=O)COc1ccccc1 | 2 | ? | 1% | -7% | 1% | 28µM* | ? | -23% | 45µM*
Cc1nnc(NC(=O)C2=COCCO2)s1 | -2 | 25% | -1% | -6% | 2% | -18% | 10% | 2% | -31%
CC(C)(C)C(=O)/C=C(\N)c1ccccn1 | -6 | 26% | 3% | 1% | -7% | -26% | 2% | -10% | 22%[12.7 µM]
COc1ccc(NC(=O)CSc2nnnn2C)cc1 | -1 | 33% | 1% | -1% | i | -7% | 1% | -19% | ·
COc1ccc(NC(=O)CNC(=O)c2c(C)nn(C)c2Cl)cc1 | 5 | 34% | -17% | -1% | i | -1% | 0% | -16% | 3%
N=c1c(C(=O)NCCN2CCOCC2)cc2c(=O)n3ccccc3nc2n1CCc1ccccc1 | -1 | 17%[57 µM] | -15% | 1% | -1% | -32% | -12% | 0% | ?
Cc1cc2c(Nc3ccc(O)cc3)ncnc2s1 | -7 | 37% | -10% | 1% | -2% | -13% | ? | -15% | 56µM*
Cc1ccc(-c2nnc(SCC(=O)CC(=O)Nc3ccccc3)n2-c2ccccc2)cc1 | 2 | 39% | · | 13% | 0% | -31% | ? | -12% | ·
COc1ccc(N(C(=O)c2ccc(F)cc2)C2=CC3CCC(C2)N3C)cc1 (centres undefined) | 1 | 33% | 1% | 0% | 3% | 6% | -11% | 2% | -34%
Cc1ccc2nc(N3CCN(c4cccc(Cl)c4)CC3)c(-n3nc(C)cc3C)nc2c1 | 0 | 166%[activator] | -2% | 8% | -9% | 65%[activator] | 67%[activator] | -25% | 158%[activator][59 µM]
COc1ccc(CCNC(=O)c2ccc(CN3CCC(Cc4ccccc4)CC3)cc2)cc1OC | -2 | 18% | 5% | 1% | -7% | -19% | -1% | 1% | -10%[59 µM]
CCN(CC)S(=O)(=O)c1cc(NC(=O)C(C)N(C)CC(=O)Nc2c(C)cccc2C)ccc1C (centres undefined) | 0 | 25% | 3% | 22% | -6% | -17% | 10% | -13% | 12%[59 µM]
COc1ccccc1NCCC(=O)OCC(=O)NC1CCCCCC1 | -1 | 30% | 11% | 1% | 0% | -10% | -11% | -24% | -18%
CCC1=NN(C(=O)c2ccccc2[N+](=O)[O-])C(O)(c2ccccc2)C1 (centres undefined) | -6 | · | -3% | · | -1% | · | · | -8% | ·
Cc1nc2cc(NS(=O)(=O)c3ccccc3F)ccc2s1 | 8 | 35% | -2% | 1% | -1% | -15%[11.4 µM] | -14% | ? | 13%
CCOc1ccc2nnc(-c3ccc(Br)cc3)n2n1 | 2 | 32% | -5% | 4% | -5% | -20%[57.1 µM] | 0% | -3% | 18%[59 µM]
O=C(NNc1cc(Br)c(O)c(Br)c1)c1ccccc1 | -9 | 40µM* | -2% | -2% | -3% | 8.9µM* | 8.9µM* | 5% | 5µM*
Cc1ccc2c(c1)NC(=O)C(CC(=O)Nc1ccc(CN3CCC(C)CC3)cc1)O2 (centres undefined) | -1 | 35% | 3% | 4% | -4% | -22% | 5% | -11% | ?
COc1ccc(-c2cc(C#N)nc(N3CCNCC3)n2)cc1 | 9 | 19% | -5% | 0% | 4% | -18% | -14% | -5% | ?
CCN(CC(=O)NCCN1CCOCC1)S(=O)(=O)c1ccc(F)cc1 | -7 | 20% | -5% | -7% | -7% | -11% | 3% | -18% | -14%
O=C(N/N=C/c1ccc(OCc2ccc(F)cc2)cc1)c1ccccc1 | -10 | 26% | 0% | 2% | -5% | -8% | 10% | -11% | 24%
CCc1ccc(-c2nn(-c3ccc(OC)cc3)c3c2cnc2ccc(OC)cc23)cc1 | -2 | 50%[activator] | -3% | -1% | -5% | 0% | · | -4% | 4%[59 µM]
COc1ccccc1C1=NOC(CN2C(=O)c3ccccc3S2(=O)=O)C1 (centres undefined) | -3 | 38% | -1% | 0% | 8% | -6% | -2% | -10% | -4%
S=C(NCc1ccco1)Nc1ccccc1Cl | 0 | 21% | 5% | 3% | -3% | -19% | -21% | -7% | -28%
Cc1c(C(=O)N2CCCCC2)sc(N)c1C#N | 3 | 29% | -13% | 1% | 2% | 3% | 22% | -17% | 20%[59 µM]
